Bioassay records: PubChem BioAssay, several laboratories
KKLEB cytotox: cytotoxicity in KKLEB CF airway cells, primary screen, cytotoxicity control for CF NF-kB inhibitor project, cell-based, uHTS, fluorescence assay plates | KKLEB CF airway cells viability, ATPlite luminescence, overnight; active compounds read low; cells stimulated with P. aeruginosa culture filtrate | activity change (cytotoxicity), % at 5 µM | 360,000 tested, 0.36% active;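 active = corrected activity change at or below -50% at 5 µM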
NR2E3 ag-1: NR2E3 agonists in two-hybrid cells, primary screen, cell-based, luminescence, CHO-S, Gal4-NCOR/VP16-NR2E3; Photoreceptor-specific nuclear receptor (Homo sapiens), Q9Y5X4; luciferase; inhibition of corepressor binding, % at 3.98 µM; 360,000 tested, 0.35% active; AID 602229, 2012;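 active = inhibition above the mean of all tested compounds plus 3 SD, cut at about 70% in these data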;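 also: 0% = DMSO with NR2E3 transfected cells and 100% = cells lacking NR2E3 construct; higher means lower luciferase signal from less NR2E3 corepressor binding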
Target sequence (Q9Y5X4 whole entry, looked up, the tested form may be a part): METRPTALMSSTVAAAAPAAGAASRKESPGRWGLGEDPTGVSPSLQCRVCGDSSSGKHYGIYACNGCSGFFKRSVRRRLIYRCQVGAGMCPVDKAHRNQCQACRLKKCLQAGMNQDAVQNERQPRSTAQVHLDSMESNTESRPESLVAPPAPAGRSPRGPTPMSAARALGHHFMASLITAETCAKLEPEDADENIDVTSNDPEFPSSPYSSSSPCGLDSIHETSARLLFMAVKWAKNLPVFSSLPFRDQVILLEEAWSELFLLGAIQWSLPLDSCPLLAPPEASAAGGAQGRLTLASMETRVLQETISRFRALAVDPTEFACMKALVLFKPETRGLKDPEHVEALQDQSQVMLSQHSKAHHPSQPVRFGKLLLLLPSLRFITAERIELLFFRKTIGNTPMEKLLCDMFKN
Peg3 promoter: Peg3 promoter-driven luciferase inhibitors, primary screen, cell-based, HeLa, luciferase luminescence. HeLa PEG-Prom luciferase reporter, overnight. inhibition, % at 20 µM. 360,000 tested, 1.7% active. AID 588405, 2011;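 active = inhibition of at least 50% at 20 µM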
iPSC survival up: enhancers of single-cell hiPSC survival, primary screen, ATPlite luminescence | 100% = ROCK inhibitor wells, 0% = DMSO | survival enhancement, % at 20 µM | 360,000 tested, 0.044% active | AID 602274, 2012; in the data active = survival enhancement above about 18%;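 also: cells exposed to compounds for 16 hours before the ATP read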
TWEAK-Fn14 inh: inhibitors of TWEAK-Fn14 signaling, primary screen, luciferase reporter cells, uHTS | inhibition, % at 10 µM | TWEAK-stimulated Fn14 reporter cells, luciferase luminescence, 8 h | 360,000 tested, 2% active; in the data active = inhibition above about 50%
Shn3 inh set2: reduction of Shn3 3'UTR firefly luciferase signal, primary screen, Schnurri-3 inhibitor project, cell-based, Clone20 osteoblasts, set 2; Clone20 osteoblast Shn3 3'UTR firefly luciferase, 24 h; 360,000 tested, 0.52% active; inhibition, % at 12.5 µM; AID 588674, 2011;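 active = mean inhibition of at least 75% with every replicate also reaching 75%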;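 also: 0% = median of neutral control wells and 100% = pilot-screen positive control compound; some compounds past the cut are filed as inactive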
MITF TRPM1 inh: inhibitors of MITF-dependent TRPM1 promoter reporter, primary screen, cell-based, SK-MEL-5, single point, luciferase | SK-MEL-5 TRPM1 promoter luciferase, 24 h | inhibition, % at 12.5 µM | 330,000 tested, 0.83% active;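 active = mean inhibition across replicates of 60% or more, whatever share of single replicates reaches that level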; also: values of inactives mirror those of a sister screen read the other way
HIF-2a block: HIF-2a reporter inhibitors, primary screen, luminescence, 786-0 RCC cells; 786-0 RCC cells HIF-2a reporter, luciferase luminescence, overnight; inhibition, % at 18.8 µM; 360,000 tested, 0.72% active; AID 624352, 2012;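 active = inhibition of the luminescence signal of 40% or more relative to plate controls, in a single-dose primary screen at 18.75 µM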
NR2E3 ag-2: inhibitors of NR2E3-RetCOR corepressor binding, primary screen, NR2E3 agonist project, biochemical, TR-FRET, GST-NR2E3, biotin-RetCOR; AID 2300, 2010; 320,000 tested, 0.12% active; inhibition of corepressor binding, % at 4.78 µM; 1536-well; Photoreceptor-specific nuclear receptor (Homo sapiens), Q9Y5X4;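 active = percent inhibition above the cutoff of mean plus 3 SD of all tested compounds, set per screening campaign, cut at about 20% in these data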;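 also: 0% = DMSO wells and 100% = biotin wells as full block of FRET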
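Material: NR2E3–RetCOR corepressor complex / Amount: 1.35 nM GST-NR2E3 / Medium: Tris pH 7.5 / Compound: single nominal compound dose of 4.8 µM / Incubation: 5 h at 4 °C / Technique: TR-FRET, Eu(K)-anti-GST donor, streptavidin-D2 acceptor, ex 340, em 617/671 nm / Read-out basis: percent loss of FRET ratio relative to control wells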
aDG glyco up: activators of alpha-DG glycosylation, primary screen, uHTS, Pro5-aDG cells, AlphaScreen; AID 624168, 2012; activation, % at 10 µM; 360,000 tested, 0.22% active; alpha-DG glycosylation AlphaScreen (IIH6); 0% Pro5, 100% B10-LARGE cell signal;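 active = activation of at least 8% versus controls, or a plate z-score of at least 8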;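 also: Pro5 are CHO cells carrying HIG-tagged alpha-DG that lacks glycosylation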
CF NFkB inh: inhibitors of PAF-induced NF-kB signaling, primary screen, cell-based, GFP fluorescence, uHTS. KKLEB NF-kB-GFP reporter, GFP fluorescence overnight. inhibition, % at 5 µM. 360,000 tested, 0.86% active;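 active = at least 50% inhibition at 5 µM, scaled per plate between neutral and stimulator controls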;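 also: PAF is a Pseudomonas aeruginosa culture filtrate used as stimulus; plate controls were PAF-stimulated DMSO wells for no effect and unstimulated DMSO wells for full effect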
* marks the source's active call; other numbers are inactive results; . = no result given.

Every second line gives: KKLEB cytotox | NR2E3 ag-1 | Peg3 promoter | iPSC survival up | TWEAK-Fn14 inh | Shn3 inh set2 | MITF TRPM1 inh | HIF-2a block | NR2E3 ag-2 | aDG glyco up | CF NFkB inh
> O=S(=O)(c1c(F)cccc1F)N1CCCC2CCCCC21 (stereo not given)
    9 | -45 | 3 | -2.0 | -22 | 6 | 7 | 21 | 4 | -0.1 | 2
> CN(C)c1ccc(CN(C(=O)c2cc3ccccc3oc2=O)C2CCS(=O)(=O)C2)cc1 (stereo not given)
    2 | -5 | -360 | -0.2 | -10 | -87 | -64 | -183 | -3 | -0.1 | -9
> Cc1nn(-c2ccccc2)c(N)c1C(c1ccccc1)c1c(C)nn(-c2ccccc2)c1N
    -7 | -18 | 9 | 0.1 | 8 | -5 | 12 | 17 | 4 | 0.3 | 25
> CC(=O)Nc1ccc(S(=O)(=O)N(C)c2ccccc2)cc1
    -6 | -29 | 27 | 2.1 | -1 | -2 | -3 | 1 | -5 | 0.0 | 4
> Cn1ccn(CCCCCCn2ccn(C)c2=S)c1=S
    -9 | -4 | -2 | 5.5 | 0 | -27 | . | -20 | . | 0.0 | -24
> O=C(Nc1ccc2c(c1)OCO2)[C@@H]1CCCN1S(=O)(=O)c1cccc2cccnc12
    8 | -6 | 13 | 0.4 | -8 | 22 | -3 | 12 | 4 | 0.2 | 12
> CCC(=O)NC(=S)Nc1ccc(NC(=O)c2ccccc2[N+](=O)[O-])cc1
    1 | 1 | 3 | 3.3 | 17 | 4 | -11 | -11 | -3 | -0.2 | -7
> CCN(CC)CCn1c(NCc2ccc(OC)cc2)nc2ccccc21
    -17 | 1 | -15 | 0.6 | -23 | 74 | 11 | 6 | -1 | -0.4 | 3
> NC(=O)[C@@H]1CCCN1Cc1nc(-c2cccs2)no1
    -4 | -8 | 16 | 1.8 | 5 | -2 | 5 | 12 | 1 | -0.1 | 12
> CN(CCOc1ccccc1)c1ccc(S(=O)(=O)N2CCCCC2)cn1
    2 | -7 | 12 | -1.4 | 12 | -20 | 4 | 22 | 3 | 0.3 | -3
> CC(=O)N(CCc1ccccc1C)Cc1cc2ccc(C)cc2[nH]c1=O
    10 | 17 | 3 | -0.4 | -13 | 18 | -5 | 5 | 3 | -0.1 | -15
> CCCn1c(O)c(N=NC(=O)CNC(=O)c2cccnc2)c2ccccc21
    11 | 4 | 8 | 1.7 | -11 | -1 | 7 | -1 | 0 | -0.2 | 8
> CC(=O)Nc1ccc(S(=O)(=O)N2CCN(C(=O)C3COc4ccccc4O3)CC2)cc1 (stereo not given)
    10 | -4 | 7 | -0.5 | -11 | -3 | 8 | 10 | 2 | 0.0 | -43
> CC1CN(C(=O)COC(=O)c2ccc(NC(=O)CC#N)cc2)CC(C)O1 (stereo not given)
    3 | -12 | 7 | -0.4 | 7 | -7 | 9 | 17 | -4 | -0.4 | -14
> CCc1nnc(NC(=O)c2ccc(C)o2)s1
    -2 | -62 | -64 | -0.4 | -44 | -17 | -37 | -116 | 3 | 0.6 | 16
> CSc1ccc(NC(=O)/C=C/C(=O)O)cc1
    -1 | 7 | -1 | -0.7 | -4 | -11 | -3 | 6 | -5 | -0.2 | -3
> O=C(NCCN1CCOCC1)c1cc(-c2ccc(F)cc2)on1
    10 | -26 | 6 | 5.4 | -26 | 5 | 31 | -38 | 2 | -0.2 | -16
> CC(C)[C@H](NC(=O)c1ccc(Cl)c([N+](=O)[O-])c1)C(=O)NCc1ccc(Cl)cc1Cl
    2 | -16 | 12 | -0.2 | -17 | 2 | 8 | 16 | 0 | 0.1 | -8
> Cc1nn(-c2ccccc2)c(N2CCCC2)c1/C=N/NC(=O)c1cc(-c2cccs2)nc2ccccc12
    -14 | -58 | 36 | -0.4 | 36 | 22 | 5 | 21 | -1 | -0.5 | 22
> COc1ccc(C(=O)Nc2ccccc2C(=O)O)cc1NC(=O)C(c1ccccc1)c1ccccc1
    0 | -48 | -61 | 0.1 | -6 | 1 | -11 | -124 | -3 | 0.1 | 30
> Cc1ccc(Cl)cc1N1CCN(C(=O)C2(S(=O)(=O)c3ccc(Cl)cc3)CC2)CC1
    -4 | -31 | 13 | 3.1 | 22 | -4 | 11 | 22 | 0 | 0.7 | -15
> O=C(CNC(=O)N1CC(=O)Nc2ccccc21)Nc1cc(Cl)ccc1Cl
    -9 | 2 | -4 | -0.6 | -8 | -3 | 9 | 11 | -1 | -0.1 | -5
> CCOC(=O)C1=C(N)OC2=C(C(=O)CC(C)(C)C2)C1C1CCCCC1 (stereo not given)
    1 | -19 | 12 | -4.7 | -10 | 13 | 0 | 10 | -1 | -0.2 | -2
> CN1CCN(S(=O)(=O)c2ccc(NC(=S)NC(=O)c3ccc(Cl)cc3)cc2)CC1
    -6 | -19 | -29 | 0.2 | -30 | 23 | -1 | -59 | . | 0.7 | 15
> CC(C)C1Oc2ccccc2N(CC(=O)NC2CCCCC2)C1=O (stereo not given)
    -12 | -12 | 1 | -0.4 | -5 | 4 | 1 | -10 | -1 | 0.2 | 5
> CC(=O)N(Cc1cccnc1)c1cccc(-c2nc3ccccc3s2)c1
    2 | -54 | 12 | -0.4 | -4 | 26 | -3 | -48 | 5 | 0.9 | -1
> COc1ccc(C(=O)NC(=S)Nc2ccc(N3CCOCC3)cc2)cc1Cl
    -22 | -19 | -3 | -0.2 | -5 | 16 | 3 | -8 | 4 | 0.1 | -15
> CCn1cc(C(=O)O)c(=O)c2cc(F)c(N3CCN(S(=O)(=O)c4ccc(NC(C)=O)cc4)CC3)cc21
    7 | 1 | 7 | -0.9 | -19 | -3 | -4 | 6 | 1 | -0.2 | -11
> O=C(O)COc1ccc(Br)cc1CP(=O)(c1ccccc1)c1ccccc1
    -5 | -18 | 13 | 0.5 | -13 | -5 | -1 | 18 | -1 | 0.0 | 14
> COc1ccc(CC(CC(=O)O)C(=O)NCc2ccccc2)cc1 (stereo not given)
    6 | -9 | 18 | -0.7 | 13 | 7 | 9 | 13 | -3 | -0.3 | 5

2 records drawn at random from the list so far, as already listed:
Every second line gives: KKLEB cytotox | NR2E3 ag-1 | Peg3 promoter | iPSC survival up | TWEAK-Fn14 inh | Shn3 inh set2 | MITF TRPM1 inh | HIF-2a block | NR2E3 ag-2 | aDG glyco up | CF NFkB inh
> CC(C)C1Oc2ccccc2N(CC(=O)NC2CCCCC2)C1=O (stereo not given)
    -12 | -12 | 1 | -0.4 | -5 | 4 | 1 | -10 | -1 | 0.2 | 5
> CC1CN(C(=O)COC(=O)c2ccc(NC(=O)CC#N)cc2)CC(C)O1 (stereo not given)
    3 | -12 | 7 | -0.4 | 7 | -7 | 9 | 17 | -4 | -0.4 | -14

New compounds follow:
Every second line gives: KKLEB cytotox | NR2E3 ag-1 | Peg3 promoter | iPSC survival up | TWEAK-Fn14 inh | Shn3 inh set2 | MITF TRPM1 inh | HIF-2a block | NR2E3 ag-2 | aDG glyco up | CF NFkB inh
> CCOc1ccc(C(C)=O)cc1COC(=O)CNC(=O)c1cccs1
    4 | -5 | 7 | -0.3 | 17 | 10 | 8 | 10 | -3 | -0.2 | -4
> c1coc(CNc2nc(-c3cccs3)cs2)c1
    -8 | -73 | -279 | 0.1 | 24 | -59 | -67 | -52 | -1 | 0.9 | -1
> Cn1c2ccccc2c2cc(/C=C(\NC(=O)c3ccccc3)C(=O)O)ccc21
    8 | 0 | 0 | -0.5 | -3 | -4 | 7 | 18 | -2 | -0.1 | -20
> COCCn1c(C)cc(C(=O)COC(=O)c2ccc([N+](=O)[O-])o2)c1C
    -6 | 4 | 7 | -0.8 | 1 | -10 | 4 | -73 | -2 | 0.1 | 25
> O=C(CCn1c(=S)[nH]c2ccccc2c1=O)NCCc1ccccc1
    7 | -13 | 6 | -1.0 | -12 | -1 | 10 | 13 | 0 | 0.4 | -7
> Cc1ccccc1CSCCNC(=O)Nc1ccccc1
    2 | 5 | -17 | 2.4 | -10 | 0 | -1 | -49 | 3 | 0.0 | -5
> CC(NC(=O)c1ccco1)C(c1cccs1)N1CCN(c2ccccc2)CC1 (stereo not given)
    15 | -10 | 4 | -3.1 | 11 | 1 | -11 | -11 | -1 | 0.8 | -17
> CC(=O)c1ccc(N2CCN(C(=O)c3ccc(Cl)c(NC4=NC5CS(=O)(=O)CC5S4)c3)CC2)cc1 (stereo not given)
    -1 | -2 | -18 | -0.4 | -6 | -21 | -6 | -8 | -3 | -0.1 | 5
> CN(CC(=O)NCc1ccccc1)Cc1ccc(Cl)cc1
    0 | -29 | 9 | 1.1 | 6 | -3 | -2 | 17 | -3 | 0.0 | -10
> Cn1c(=NC(=O)C2=NNC(=O)CC2)sc2ccccc21
    -1 | -44 | -47 | -0.5 | -17 | -40 | 2 | -115 | -1 | 0.0 | 2
> O=C(O)c1ccc(-c2nc(-c3ccccc3)c(-c3cccs3)[nH]2)cc1
    -1 | -4 | 16 | -0.7 | -8 | 14 | 3 | 19 | 6 | 0.0 | 8
> Clc1ccc(-c2noc(CN3CCN(c4ccccc4)CC3)n2)cc1
    9 | 8 | -20 | 0.0 | 9 | 11 | 3 | -16 | 0 | 0.2 | -14
> O=C(Nc1ccc2c3c(cccc13)CC2)c1ccc(Br)o1
    3 | -71 | -139 | 2.1 | -31 | -51 | -68 | -202 | 0 | -0.2 | -16
> CN(C)S(=O)(=O)c1ccc2c(c1)Cc1cc(S(=O)(=O)N(C)C)ccc1-2
    -8 | -14 | 16 | 0.3 | -1 | 30 | 17 | 19 | 3 | -0.2 | 0
> CN(C)c1ccc(C=NNC(=O)c2cccnc2)cc1
    -13 | 5 | -111 | -1.0 | -3 | -17 | -9 | -161 | . | 0.2 | -4
> O=c1cc(Cc2nnc(SCc3ccccc3)n2-c2ccc(Cl)cc2)[nH]c(=O)[nH]1
    3 | 6 | 35 | 4.2 | 12 | 15 | 6 | 14 | 5 | -0.3 | 5
> O=C(COC(=O)c1ccccc1C(=O)N1CCN(c2ccccc2)CC1)Nc1ccc(F)cc1
    3 | -7 | -10 | -3.8 | -12 | -9 | -5 | 2 | 2 | 0.0 | -7
> COc1ccccc1-c1nnc2sc(C3CCCCC3)nn12
    5 | -13 | 7 | -0.2 | -28 | 12 | 0 | -3 | 3 | 0.0 | 3
> CCOc1ccc(NC(=O)CCc2c(C)noc2C)cc1OC
    -7 | -29 | -3 | 0.0 | 4 | 4 | -4 | 3 | -1 | -0.3 | 3
